Bioassay records as filed in PubChem.
mut p53 react: mutant p53 pathway reactivation; SW480 PUMA-promoter luciferase; activation, % at 9.98 µM; 28,000 tested, 1.5% active; in the data active = activation above about 52%
STK33 inh: inhibitors of human STK33 kinase; Q9BYT3; ADP-Glo luminescence, MBP substrate; 27,000 tested, 0.44% active; inhibition, % at 12.5 µM; in the data active = inhibition above about 20%
Target sequence (Q9BYT3 whole entry, looked up): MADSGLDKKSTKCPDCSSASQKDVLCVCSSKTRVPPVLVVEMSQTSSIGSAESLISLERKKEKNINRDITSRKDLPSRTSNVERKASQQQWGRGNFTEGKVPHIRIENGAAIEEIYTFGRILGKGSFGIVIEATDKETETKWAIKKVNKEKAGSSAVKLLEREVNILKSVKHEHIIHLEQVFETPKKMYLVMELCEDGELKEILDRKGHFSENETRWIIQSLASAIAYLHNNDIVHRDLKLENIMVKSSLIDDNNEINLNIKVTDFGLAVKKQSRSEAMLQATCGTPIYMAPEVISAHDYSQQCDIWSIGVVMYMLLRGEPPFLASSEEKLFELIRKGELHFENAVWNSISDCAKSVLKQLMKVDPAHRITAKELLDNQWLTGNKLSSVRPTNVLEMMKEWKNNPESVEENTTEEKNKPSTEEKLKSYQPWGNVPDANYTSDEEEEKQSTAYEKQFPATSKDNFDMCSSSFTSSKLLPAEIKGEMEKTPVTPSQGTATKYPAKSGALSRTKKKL
Starred values were filed as active, the others as inactive; / = no result given. These rows are one share of the data. The share of hits here may be higher or lower than overall.

No.	Compound	mut p53 react	STK33 inh
1	C[C@H](CO)N1C[C@H](C)[C@@H](CN(C)C)OCCCC[C@H](C)Oc2ccc(NC(=O)Nc3ccc(F)cc3)cc2C1=O	0	/
2	CCc1ccc(C(Nc2ccccn2)c2ccc3ccc(C)nc3c2O)cc1 (configuration not stated)	-40	0
3	Cc1ccc(S(=O)(=O)Nc2ccc3c(c2)CC(=O)N([C@H](C)CO)C[C@@H](C)[C@@H](CN(C)Cc2ccc(Oc4ccccc4)cc2)O3)cc1	/	6
4	C[C@H]1CN([C@@H](C)CO)C(=O)c2c(c3ccccc3n2C)-c2ccccc2CO[C@H]1CN(C)S(=O)(=O)c1ccc(F)cc1	-38	/
5	C[C@@H]1CN([C@H](C)CO)C(=O)c2cc(NC(=O)Nc3ccccc3)ccc2O[C@H]1CN(C)C(=O)Nc1ccccc1	4	-1
6	CCCN(C)C[C@@H]1Oc2cc(-c3ccccc3OC)ccc2S(=O)(=O)N([C@@H](C)CO)C[C@@H]1C	11	/
7	COc1ccc(C(=O)NCC(=O)Nc2ccc(C)c(Cl)c2)cc1OC	3	3
8	Cc1ccc(C(=O)Cn2c3c(sc2=N)CCCC3)cc1	/	0
9	C[C@H]1CN([C@@H](C)CO)C(=O)CCCn2cc(nn2)CO[C@@H]1CN(C)Cc1ccc2c(c1)OCCN2C	8	/
10	C[C@@H]1CN([C@H](C)CO)C(=O)c2cc(C3=CCCC3)cnc2O[C@H]1CN(C)Cc1cccc(F)c1	3	/
11	COc1ccc(CN(C)C[C@@H]2Oc3c(NC(=O)Nc4ccc(OC)cc4)cccc3C(=O)N([C@@H](C)CO)C[C@H]2C)cc1	-10	/
12	Cn1nnnc1SCC(=O)Nc1cccc(NC(=O)C23CC4CC(CC(C4)C2)C3)c1	0	2
13	CCCC(O)C#Cc1cnc2c(c1)C(=O)N([C@H](C)CO)C[C@H](C)[C@H](CN(C)S(=O)(=O)c1ccc(F)cc1)O2 (some centres not stated)	3	-3
14	COC(=O)c1c(NC(=O)c2ccc(Cn3cc(Cl)cn3)cc2)sc2c1CCC2	8	0
15	COc1ccc(C2Sc3ccccc3N(CCN(C)C)C(=O)C2OC(C)=O)cc1 (configuration not stated)	/	1

Brought forward from above: 6 entries; new compounds follow.
No.	Compound	mut p53 react	STK33 inh
10	C[C@@H]1CN([C@H](C)CO)C(=O)c2cc(C3=CCCC3)cnc2O[C@H]1CN(C)Cc1cccc(F)c1	3	/
11	COc1ccc(CN(C)C[C@@H]2Oc3c(NC(=O)Nc4ccc(OC)cc4)cccc3C(=O)N([C@@H](C)CO)C[C@H]2C)cc1	-10	/
12	Cn1nnnc1SCC(=O)Nc1cccc(NC(=O)C23CC4CC(CC(C4)C2)C3)c1	0	2
13	CCCC(O)C#Cc1cnc2c(c1)C(=O)N([C@H](C)CO)C[C@H](C)[C@H](CN(C)S(=O)(=O)c1ccc(F)cc1)O2 (some centres not stated)	3	-3
14	COC(=O)c1c(NC(=O)c2ccc(Cn3cc(Cl)cn3)cc2)sc2c1CCC2	8	0
15	COc1ccc(C2Sc3ccccc3N(CCN(C)C)C(=O)C2OC(C)=O)cc1 (configuration not stated)	/	1
16	Cc1noc(C)c1S(=O)(=O)Nc1cccc2c1O[C@@H](CN(C)S(=O)(=O)c1ccccc1)[C@@H](C)CN([C@H](C)CO)C2=O	9	/
17	Cc1ccc2nc(-c3ccc(NC(=O)CCN4C(=O)c5ccccc5C4=O)cc3)[nH]c2c1	-4	4
18	Cc1onc(-c2ccccc2)c1C(=O)N(CCC#N)CCC#N	6	-5
19	C[C@@H]1CN([C@@H](C)CO)C(=O)c2cc(NC(=O)C3CCCCC3)ccc2O[C@@H]1CN(C)S(=O)(=O)c1ccccc1	/	4
20	CCOC(=O)CSc1nncc(=O)[nH]1	/	-2
21	Nc1cccc(-c2nnc(SCC(=O)c3ccc(F)cc3)n2-c2ccccc2)c1	13	0
22	Cc1cccc(Oc2coc3cc(OCC(=O)Nc4ccccc4C(F)(F)F)ccc3c2=O)c1	-16	2
23	CCCNC(=O)C[C@H]1C[C@@H]2c3cc(N(C)C)ccc3O[C@@H]2[C@@H](CO)O1	15	/
24	Cc1c(C(=O)N(C)C)sc(NC(=O)c2cc(-c3cccnc3)nc3c(C)c(Cl)ccc23)c1C#N	-1	3
25	COc1ccc(C)c(Cn2c(-c3nonc3N)nc3ccccc32)c1	-40	-2
26	Cc1ccc(N(C(C)C(=O)Nc2cccc(Br)c2)S(C)(=O)=O)cc1C (configuration not stated)	2	1
27	Cc1sc2ncnc(SCC(=O)Nc3ccc(-c4nc5ccccc5s4)cc3)c2c1C	25	-1
28	Cc1noc(C)c1NC(=O)N(C)C[C@H]1OCCCC[C@@H](C)Oc2ccc(NS(C)(=O)=O)cc2C(=O)N([C@H](C)CO)C[C@@H]1C	7	-2
29	Cc1cc(-c2ccccc2)nc(SCC(=O)Nc2sc3c(c2C#N)CCCC3)n1	27	-2
30	C[C@@H]1CN([C@@H](C)CO)C(=O)CCCn2cc(nn2)CO[C@@H]1CN(C)Cc1cccc(C(=O)O)c1	/	-2

Fetched one by one from above (four):
No.	Compound	mut p53 react	STK33 inh
29	Cc1cc(-c2ccccc2)nc(SCC(=O)Nc2sc3c(c2C#N)CCCC3)n1	27	-2
26	Cc1ccc(N(C(C)C(=O)Nc2cccc(Br)c2)S(C)(=O)=O)cc1C (configuration not stated)	2	1
27	Cc1sc2ncnc(SCC(=O)Nc3ccc(-c4nc5ccccc5s4)cc3)c2c1C	25	-1
17	Cc1ccc2nc(-c3ccc(NC(=O)CCN4C(=O)c5ccccc5C4=O)cc3)[nH]c2c1	-4	4

More compounds follow:
No.	Compound	mut p53 react	STK33 inh
31	CN(C)c1ccc2c(c1)[C@@H]1C[C@@H](CC(=O)NCc3ccccc3F)O[C@@H](CO)[C@@H]1O2	-5	/
32	C[C@H](CO)N1C[C@H](C)[C@H](CN(C)Cc2ccc(-c3ccccc3)cc2)Oc2c(NS(=O)(=O)c3cccs3)cccc2C1=O	-6	/
33	Cc1cccc(OCC(=O)Nc2ccccc2C(=O)NC(C)(C)C)c1	-19	-1
34	COc1ccc(NC(=O)Nc2cccc3c2O[C@H](CN(C)C(=O)NC(C)C)[C@H](C)CN([C@H](C)CO)C3=O)cc1	6	/
35	CCC(C)C(O)C(C)(O)/C=C/C1=CC2=C(Cl)C(=O)C(C)(O)C(O)C2=CO1 (configuration not stated)	-34	-6
36	Cc1ccc(S(=O)(=O)Nc2ccc3c(c2)C(=O)N([C@H](C)CO)C[C@H](C)[C@H](CN(C)C(=O)c2ccncc2)OCCCC[C@@H](C)O3)cc1	/	-11
37	Cc1ccc(NC(=O)CN(c2cc(Cl)c(Cl)cc2Cl)S(C)(=O)=O)cc1Cl	-45	-4
38	O=S(=O)(c1ccccc1)N1N=C(c2ccccc2)CC1c1ccco1 (configuration not stated)	-18	1
39	C[C@@H]1CN([C@H](C)CO)C(=O)c2cc(NC(=O)Nc3ccc(C(F)(F)F)cc3)ccc2O[C@H]1CN(C)Cc1ccc(C(F)(F)F)cc1	/	0
40	C[C@@H]1CN([C@H](C)CO)C(=O)CCCn2cc(nn2)CO[C@@H]1CN(C)S(=O)(=O)c1ccc(F)cc1	/	-3
41	COc1ccc(N(CC(=O)Nc2ccccc2F)S(C)(=O)=O)cc1	-11	-4
42	CCn1c(SCC(=O)Nc2ccc(F)cc2)nnc1-c1ccc(Cl)cc1Cl	-10	4
43	CN(C)C(=O)C[C@@H]1C[C@H]2c3cc(NC(=O)CC4CC4)ccc3O[C@H]2[C@H](CO)O1	10	/
44	C[C@H](CO)N1C[C@H](C)[C@@H](CN(C)C(=O)NC2CCCCC2)Oc2ccc(NS(=O)(=O)c3cccs3)cc2CC1=O	9	/
45	C[C@H]1CN([C@@H](C)CO)C(=O)CCCn2cc(nn2)CO[C@@H]1CN(C)S(=O)(=O)c1ccc2ccccc2c1	/	-1
46	CC(C)NC(=O)N(C)C[C@H]1OCCCC[C@H](C)Oc2ccc(NC(=O)CCC(F)(F)F)cc2C(=O)N([C@H](C)CO)C[C@@H]1C	17	/
47	CCC(=O)N(C)C[C@H]1Oc2cc(C#Cc3cccnc3)ccc2S(=O)(=O)N([C@H](C)CO)C[C@H]1C	-14	/
48	C[C@@H]1CN([C@@H](C)CO)C(=O)Cc2cc(NC(=O)CCN3CCOCC3)ccc2O[C@H]1CN(C)C(=O)Nc1cccc2ccccc12	-12	/
49	CCOc1ccccc1OC(c1ccccc1)C1CNCCO1 (configuration not stated)	11	/
50	COc1ccc(OC)c(C(=O)c2coc3ccc(OCC(=O)O)cc23)c1	2	2
51	Cc1nc(SCC(=O)c2ccc(Cl)s2)c2c(C)c(C)sc2n1	14	1
52	CCOc1cc(/C=C2/SC(=N)N(c3nccs3)C2=O)ccc1OCCN1CCOCC1	/	0
53	CC(=O)c1cccc(NC(=O)CCN2C(=O)c3ccccc3S2(=O)=O)c1	7	0
54	CC(=O)CC(c1ccc([N+](=O)[O-])cc1)c1c(O)c2ccccc2oc1=O (configuration not stated)	10	-1
55	C[C@H]1CN([C@@H](C)CO)C(=O)Cc2cc(NC(=O)C3CC3)ccc2O[C@H]1CN(C)S(=O)(=O)c1ccc(F)cc1	/	0
56	C[C@H]1CN([C@@H](C)CO)C(=O)c2cccc(NC(=O)c3cnccn3)c2O[C@@H]1CN(C)S(=O)(=O)c1ccc(Cl)cc1	-10	/
57	COc1cc2c(cc1OC)CN(C(=O)[C@H]1[C@@H]3C(=O)O[C@@H](c4ccccc4)[C@@H](c4ccccc4)N3[C@@H](c3ccc(OCCO)cc3)[C@]13C(=O)Nc1ccccc13)CC2	/	10
58	C[C@@H]1CN([C@@H](C)CO)C(=O)c2cc(NC(=O)CCN3CCOCC3)ccc2O[C@@H]1CN(C)Cc1ccc(Cl)c(Cl)c1	-4	/
59	Cc1cc2c(cc1O[C@@H]1O[C@H](CO[C@@H]3OC[C@@H](O)[C@H](O)[C@H]3O)[C@@H](O)[C@H](O)[C@H]1O)C(=O)c1ccccc1C2=O	-11	-1
60	C[C@@H]1CN([C@@H](C)CO)C(=O)c2cc(C#CC3(O)CCCC3)cnc2O[C@@H]1CN(C)C(=O)Nc1ccc2c(c1)OCO2	4	/
61	CC(C)=CCc1c(O)c(CC=C(C)C)c2c(c1O)C(=O)CC(c1ccccc1)O2 (configuration not stated)	-24	-4
62	C[C@@H]1CN([C@@H](C)CO)C(=O)c2cc(NC(=O)CCN3CCOCC3)ccc2O[C@H]1CN(C)C(=O)Nc1ccccc1	0	/
63	COc1ccc(NC(=O)Nc2ccc3c(c2)C(=O)N([C@H](C)CO)C[C@H](C)[C@H](CN(C)Cc2ccc(Cl)c(Cl)c2)OCCCC[C@@H](C)O3)cc1	/	4
64	C[C@@H]1CN([C@H](C)CO)C(=O)c2cc(C#CCN(C)C)cnc2O[C@@H]1CN(C)Cc1cccc(C(=O)O)c1	9	/
65	C[C@H](CO)N1C[C@H](C)[C@H](CN(C)C(=O)c2ccncc2)OCc2cn(nn2)CCCC1=O	/	0
66	C[C@H](CO)N1C[C@H](C)[C@H](CN(C)Cc2ccc(-c3ccccc3)cc2)Oc2ccc(NS(=O)(=O)c3ccc(Cl)cc3)cc2CC1=O	/	4
67	Cc1cc(C(=O)Nc2cccc3c2O[C@@H](CN(C)CC2CC2)[C@H](C)CN([C@H](C)CO)C3=O)n(C)n1	4	/
68	CC(C)C#Cc1cnc2c(c1)C(=O)N([C@H](C)CO)C[C@@H](C)[C@@H](CN(C)C(=O)c1cnccn1)O2	0	/
69	CS(=O)(=O)CCC(C(=O)Nc1cccc2ncccc12)N1C(=O)c2cc(Cl)c(Cl)cc2C1=O (configuration not stated)	-17	0
70	CC(C)N(C(=O)Cn1c(-c2ccco2)nc2ccccc21)c1ccccc1	-21	-1
71	COc1ccc(OC)c(N(CC(=O)Nc2ccc(I)cc2C)S(C)(=O)=O)c1	-6	-1
72	CCN(CC(=O)Nc1ccc(C(F)(F)F)cc1)S(=O)(=O)c1ccc2ccccc2c1	-11	-1
